# RGS4-Gao reg = modulates binding of RGS4 to human Galphao; Multiplexed bead flow cytometry; actives lie on both sides; binding response (% of control), % at 10 µM; AID 1415; P09471; hit rate 0.33% among 220,000; in the data active = binding response below about 49% or above about 150%; inactive = in between;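 also: fluorescent Galphao activated with aluminum fluoride binding bead-coupled RGS4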
# Target sequence (P09471 whole entry, looked up): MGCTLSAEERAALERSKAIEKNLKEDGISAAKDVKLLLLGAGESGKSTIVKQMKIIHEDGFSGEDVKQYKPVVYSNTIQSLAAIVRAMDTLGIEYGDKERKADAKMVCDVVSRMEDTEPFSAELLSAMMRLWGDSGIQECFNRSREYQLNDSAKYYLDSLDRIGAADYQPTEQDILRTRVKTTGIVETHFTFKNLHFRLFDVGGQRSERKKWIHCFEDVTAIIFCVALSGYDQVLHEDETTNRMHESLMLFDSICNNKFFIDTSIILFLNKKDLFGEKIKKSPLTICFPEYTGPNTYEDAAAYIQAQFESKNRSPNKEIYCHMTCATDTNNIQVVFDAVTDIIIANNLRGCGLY
# Bcl-W Bim block = disrupts Bim peptide binding to human Bcl-W | inhibition, % at 10 µM | Q92843 | AID 952 | hit rate 0.02% among 190,000 | bead-based flow cytometry;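 also: 0% = bound tracer without compound and 100% = peptide blocker; higher means less fluorescent Bim peptide bound to Bcl-W beads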
# Target sequence (Q92843 whole entry, looked up): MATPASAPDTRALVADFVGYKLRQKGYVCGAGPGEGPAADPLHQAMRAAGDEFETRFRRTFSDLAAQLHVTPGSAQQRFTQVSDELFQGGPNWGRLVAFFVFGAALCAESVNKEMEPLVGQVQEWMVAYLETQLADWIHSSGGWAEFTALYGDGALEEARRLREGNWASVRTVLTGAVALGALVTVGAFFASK
# Bim-Bcl-B = inhibitors of Bim-Bcl-B interaction, human. Q9HD36. inhibition, % at 10 µM. AID 951. bead-based flow cytometry, Bim peptide-Bcl-B binding. hit rate 0.073% among 190,000;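 also: 0% = tracer peptide without compound and 100% = reference inhibitor peptide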
# Target sequence (Q9HD36 whole entry, looked up): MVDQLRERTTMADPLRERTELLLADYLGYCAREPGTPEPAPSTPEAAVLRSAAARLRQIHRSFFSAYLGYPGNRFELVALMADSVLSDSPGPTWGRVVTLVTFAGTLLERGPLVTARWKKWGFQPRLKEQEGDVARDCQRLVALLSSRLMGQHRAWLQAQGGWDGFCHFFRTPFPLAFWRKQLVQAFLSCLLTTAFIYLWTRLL
# Mcl1-Bid inh = disrupts binding of human Mcl-1 to Bid peptide; AID 1021; hit rate 0.97% among 220,000; Q07820; inhibition, % at 21.7 µM; TR-FRET Mcl-1/Bid-Dy647 peptide binding, 1536-well;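 active = compounds that cut the binding signal by more than half at the single screening dose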;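 also: His-tagged Mcl-1 with europium anti-His antibody binding Bid BH3 peptide; 0% = Mcl-1 plus peptide wells and 100% = peptide-only wells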
# Bfl-1 Bim block = inhibitors of Bim-Bfl-1 interaction, human; Q16548; Bead-based flow cytometry, Bim-Bfl-1 binding inhibition; inhibition, % at 10 µM; hit rate 0.12% among 190,000;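 also: 0% = wells without compound plus tracer and 100% = blocker peptide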
# Bim-Bcl-XL = disrupts Bim peptide binding to human Bcl-XL | Q07817 | bead flow cytometry, fluorescence | inhibition, % at 10 µM | hit rate 0.04% among 190,000
# Mcl1-Noxa inh = disrupts binding of human Mcl-1 to Noxa peptide. Q07820. TR-FRET Mcl-1/Noxa peptide binding, 2 h. inhibition, % at 21.7 µM. hit rate 1.5% among 220,000;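 active = compounds that cut the protein-peptide binding signal by more than 50% relative to plate controls in a single-dose test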;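 also: His-tagged Mcl-1 with rhodamine Noxa BH3 peptide and terbium anti-His antibody; 0% = Mcl-1 plus Noxa peptide wells and 100% = peptide-only wells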
# Bim-Mcl-1 = disrupts Bim peptide binding to human Mcl-1; Q07820; Bead-based flow cytometry, Bim peptide-Mcl-1 binding; inhibition, % at 10 µM; hit rate 0.1% among 190,000; AID 1009;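 also: 0% = no compound tracer wells and 100% = peptide blocker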
# Bim-Bcl-2 = disrupts Bim peptide binding to human Bcl-2. P10415. AID 950. Bead-based flow cytometry, Bim peptide-Bcl-2 binding. hit rate 0.06% among 190,000. inhibition, % at 10 µM; in the data active = inhibition above about 40%; inconclusive = no clear call, values can overlap the other calls;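 also: 0% = no compound wells with probe peptide and 100% = reference peptide inhibitor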
# Target sequence (P10415 whole entry, looked up): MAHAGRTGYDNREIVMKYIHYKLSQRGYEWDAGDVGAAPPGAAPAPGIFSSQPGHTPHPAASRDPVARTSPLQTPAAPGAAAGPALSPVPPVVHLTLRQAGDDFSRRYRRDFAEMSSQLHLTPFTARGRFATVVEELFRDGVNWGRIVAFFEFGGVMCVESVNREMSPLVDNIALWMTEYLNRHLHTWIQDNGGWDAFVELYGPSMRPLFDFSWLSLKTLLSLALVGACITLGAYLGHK
# RGS8-Gao reg = modulates binding of RGS8 to human Galphao. P09471. multiplexed bead flow cytometry; actives lie on both sides. response (percent of control binding), % at 10 µM. hit rate 0.34% among 220,000. AID 1423; in the data active = response below about 60% or above about 140%; inactive = in between;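 also: Galphao activated as the GDP aluminium fluoride complex binding bead-coupled RGS8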
# RGS7-Gao = human RGS7-Galphao interaction regulation. Multiplexed bead flow cytometry, RGS7-Galphao binding; actives lie on both sides. binding response (% of control), % at 10 µM. hit rate 0.35% among 220,000; in the data active = binding response below about 49% or above about 150%; inconclusive = no clear call, values can overlap the other calls; inactive = in between;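 also: fluorescent Galphao held in activated GDP-AlF4 state binding bead-coupled RGS7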
# * = called active by the depositor; ? = inconclusive; nt = no result given. Rule as the data show it, unless noted: active = inhibition above about 40%.
smiles	RGS4-Gao reg	Bcl-W Bim block	Bim-Bcl-B	Mcl1-Bid inh	Bfl-1 Bim block	Bim-Bcl-XL	Mcl1-Noxa inh	Bim-Mcl-1	Bim-Bcl-2	RGS8-Gao reg	RGS7-Gao
O=C(NC(=S)Nc1cccc2c(O)cccc12)c1cccc(Br)c1	108	nt	nt	-5	nt	nt	32	nt	nt	103	?
S=C1NC2(CCCC2)N=C1c1ccccc1	107	0	-16	-50	-2	-3	2	1	-4	103	109
Cc1cccc(Cn2c(C(=O)OC(C)C)cc3c2ccn3C)c1	92	0	0	-9	1	0	25	-2	-4	99	106
Cc1ccccc1CC1(CO)CCCN(C(=O)CCCN2CCCCC2=O)C1 (configuration not stated)	97	0	-2	-30	-2	-8	13	1	-2	102	91
COc1ccc(CCNC(=O)CC2SC(=Nc3cc(C)cc(C)c3)NC2=O)cc1OC (configuration not stated)	102	-4	-3	-31	-5	-4	-3	-1	-4	97	97
CCN(CC)CCCN1C(=O)c2oc3ccccc3c(=O)c2C1c1cccs1 (configuration not stated)	93	-3	-10	0	-15	-5	-2	-2	-11	97	98
CC1=CC(=C(C#N)C#N)C=C(C)N1CCN1CCN(C(=O)Nc2cccc(Cl)c2)CC1	109	-5	-8	-1	-10	-8	7	-2	-11	103	108
CCOC(=O)N1CCC(N2CCN(Cc3ccc(F)c(F)c3)C(CCO)C2)CC1 (configuration not stated)	100	-2	-7	-16	-5	-1	8	-1	0	102	99
Cc1cc(C)cc(NC(=O)CSc2nnc(Cc3cccn3C)n2-c2ccc(F)cc2)c1	100	2	-4	-28	-6	-3	11	3	-8	98	103
COc1cc2nc(COc3ccc(C#N)cc3)n(CC#N)c(=O)c2cc1OC	104	0	-3	-3	-3	-5	17	-2	0	100	98
CCC1(C)Cc2c(sc3nnn(CC(=O)Nc4cccc5ccccc45)c(=O)c23)CO1 (configuration not stated)	100	1	0	-12	1	-1	22	-1	-1	102	101
CCOc1ccc2nc(COC(=O)c3cccc([N+](=O)[O-])c3)c(C(C)=O)[n+]([O-])c2c1	104	nt	nt	-49	nt	nt	17	nt	nt	103	?
COc1cc(C(CCN2CCCC2)c2c(OC)cc(OC)c3c(-c4ccccc4)cc(=O)oc23)cc(OC)c1OC (configuration not stated)	96	nt	nt	-16	nt	nt	-6	nt	nt	101	?
CC1CN(C(=O)C(Sc2ccccc2)c2ccccc2)CC(C)O1 (configuration not stated)	97	-3	-8	-8	-11	-8	1	-3	-7	99	101
Nn1c(SCC(=O)N2CCOCC2)nnc1C1CC1	82	-3	-2	-29	-5	-3	21	0	-4	97	82
NC(=O)C1CCCN(C(=S)Nc2ccccc2)C1 (configuration not stated)	105	-1	-6	-1	0	-3	-18	-3	0	103	103
Cc1ccc(CN2CCN(Cc3cccn3-c3ccc(Cl)cn3)CC2CCO)o1 (configuration not stated)	92	-2	-7	-17	-7	-4	-20	-2	-4	98	105
CCOC(=O)N1CCN(c2ccc(C(=O)c3ccccc3)cc2F)CC1	94	-3	-3	8	-3	-1	25	0	-1	99	94
O=c1oc2ccccc2n1CCCCCn1c(=O)oc2ccccc21	94	0	2	2	0	-2	-13	2	0	99	94
Cc1noc(C)c1COC(=O)c1cc(=O)[nH]c2ccccc12	100	-3	-3	7	-3	-3	18	-1	-4	100	101
COc1cccc(/C=N/NC(=O)C(C)n2nnc3ccccc32)c1 (configuration not stated)	105	-4	-5	-18	-3	-6	8	-2	-2	108	102
COc1ccc(CN2C(=O)c3cccnc3C2Nc2cc(Cl)c(OC)cc2OC)cc1 (configuration not stated)	106	-3	-16	90*	-8	0	39	-5	-11	102	107
COc1ccccc1CNC(=O)CSc1ccc(C)cc1	106	-7	-10	-25	-11	-10	4	-7	-12	101	107
O=C1Nc2ccccc2OC1CC(=O)N1CCCC1 (configuration not stated)	101	-7	-12	2	-7	-7	0	-4	-4	99	99

# Arranged by molar mass (smallest number first): part of the list above.
smiles	RGS4-Gao reg	Bcl-W Bim block	Bim-Bcl-B	Mcl1-Bid inh	Bfl-1 Bim block	Bim-Bcl-XL	Mcl1-Noxa inh	Bim-Mcl-1	Bim-Bcl-2	RGS8-Gao reg	RGS7-Gao
O=C1Nc2ccccc2OC1CC(=O)N1CCCC1 (configuration not stated)	101	-7	-12	2	-7	-7	0	-4	-4	99	99
COc1cccc(/C=N/NC(=O)C(C)n2nnc3ccccc32)c1 (configuration not stated)	105	-4	-5	-18	-3	-6	8	-2	-2	108	102
COc1ccc(CN2C(=O)c3cccnc3C2Nc2cc(Cl)c(OC)cc2OC)cc1 (configuration not stated)	106	-3	-16	90*	-8	0	39	-5	-11	102	107

# Next part
smiles	RGS4-Gao reg	Bcl-W Bim block	Bim-Bcl-B	Mcl1-Bid inh	Bfl-1 Bim block	Bim-Bcl-XL	Mcl1-Noxa inh	Bim-Mcl-1	Bim-Bcl-2	RGS8-Gao reg	RGS7-Gao
CCOC(=O)c1ccc(NC(=S)N(CCCN2CCCC2)Cc2cccs2)cc1	104	-4	-16	-22	-4	-4	10	-4	-3	103	?
O=S(=O)(c1cc(C(F)(F)F)ccc1Cl)N1CCCCCC1	102	0	-6	-12	-16	0	7	0	-10	103	102
O=C(NCC(c1cccs1)N1CCOCC1)c1ccccc1NS(=O)(=O)c1cc([N+](=O)[O-])ccc1Cl (configuration not stated)	102	2	9	26	10	-3	35	-3	5	101	95
Cc1ccc(NC(=O)/C=C/c2ccc3c(c2)OCO3)cc1S(=O)(=O)N1CCOCC1	105	0	0	-1	0	-5	8	0	1	106	107
O=C(C1CCN(Cc2nc(-c3ccc(Cl)cc3)no2)CC1)N1CCOCC1	88	nt	nt	41	nt	nt	16	nt	nt	90	?
Cc1ccc(C)c(NS(=O)(=O)c2ccc3c(c2)Cc2cc(S(=O)(=O)Nc4cc(C)ccc4C)ccc2-3)c1	100	-2	-4	-28	0	-2	-54	-2	-2	104	96
COc1ccc(NS(=O)(=O)c2cc(NC(=O)[C@@H](NC(=O)c3ccccc3)C(C)C)ccc2C)cc1	102	0	0	-10	0	0	-9	0	0	101	99
CC(=O)Nc1ccc(N/C=C(\C=O)c2nc3ccccc3o2)cc1	104	-1	-1	-7	-3	-1	17	3	-3	104	104
CCOC(=O)c1sc(N=NC2=C(O)CCCC2=O)c(C(=O)OCC)c1C	98	0	-2	-57	-3	0	24	3	-1	97	95
C/C(=N\NC(=S)NCc1ccccc1)c1ccc2ccccc2c1OC(F)F	101	-2	-2	-51	-3	1	-12	1	-3	100	97
Cc1cc(C(=O)O)ccc1-n1c(C)cc(/C=C(/C#N)C(=O)Nc2ccccc2)c1C	98	-2	-3	-37	0	-3	24	-6	-2	99	95
Cc1oc(-c2cccs2)nc1CN1CCN(Cc2ccc(F)c(F)c2)C(CCO)C1 (configuration not stated)	105	-1	-5	-23	-6	-7	-1	-2	0	107	112
CCOC(=O)C1CCN(C(=O)Nc2cccc(OC)c2)CC1	100	nt	nt	-13	nt	nt	-13	nt	nt	97	?
Cc1ccccc1CSCCNC(=O)COc1ccc(Cl)cc1	104	2	1	-32	-1	-2	4	0	3	103	104
CC1(C)NC(=O)N(CC(=O)OCc2cc(=O)n3cc(Br)ccc3n2)C1=O	98	4	8	-16	-1	3	-1	7	4	101	?
Cc1ccc(C)c(-n2cc(CN3CCNC(=O)CC3)c(-c3ccccc3)n2)c1	94	-3	-6	-4	-15	-4	5	0	-6	95	90

# Individual results from the entries so far:
# CC1(C)NC(=O)N(CC(=O)OCc2cc(=O)n3cc(Br)ccc3n2)C1=O @ Bim-Mcl-1 = 7
# CCOC(=O)c1sc(N=NC2=C(O)CCCC2=O)c(C(=O)OCC)c1C @ Bim-Bcl-B = -2
# Cc1ccccc1CSCCNC(=O)COc1ccc(Cl)cc1 @ Bim-Bcl-2 = 3
# Cc1cc(C(=O)O)ccc1-n1c(C)cc(/C=C(/C#N)C(=O)Nc2ccccc2)c1C @ Bim-Bcl-B = -3
# Cc1oc(-c2cccs2)nc1CN1CCN(Cc2ccc(F)c(F)c2)C(CCO)C1 (configuration not stated) @ Bcl-W Bim block = -1

# Next structures follow:
smiles	RGS4-Gao reg	Bcl-W Bim block	Bim-Bcl-B	Mcl1-Bid inh	Bfl-1 Bim block	Bim-Bcl-XL	Mcl1-Noxa inh	Bim-Mcl-1	Bim-Bcl-2	RGS8-Gao reg	RGS7-Gao
S=C(NCc1ccncc1)NC1CCCC1	102	-6	-2	-35	5	-6	2	-4	1	103	102
CC1CN(C(=O)COC(=O)c2ccc(N(C)C)cc2)CC(C)O1 (configuration not stated)	90	1	-1	-19	-2	1	2	0	-3	94	89
O=C(Cc1ccccc1)Oc1coc(CSc2ncccn2)cc1=O	100	0	-2	-21	-2	-1	-8	-1	0	100	100
CC(=O)N1[C@H](Cc2ccccc2)C=C[C@]1(C)C(=O)NCc1ccccn1	99	-4	-3	4	-2	-2	13	-2	0	100	101
O=C(NN=C1CCCCC1)c1cc(-c2ccccc2)n[nH]1	100	-3	-7	-10	-6	-8	29	-2	-3	100	99
Cn1c(=O)[nH]c(=O)c2c1nc(NCc1ccco1)n2Cc1ccccc1Cl	100	-1	-4	-67	-6	-2	16	-2	-1	104	100
CCOc1ccc(OCc2cccc(C(=O)N3CCOCC3)c2)cc1	112	-1	-8	-4	-12	3	8	-2	-1	100	105
O=C(CSc1nnnn1Cc1ccccc1)Nc1ccc2c(c1)OCO2	100	0	-8	-33	-16	-4	-13	0	-8	101	99
CCOc1ccc2nc(NCCO)[nH]c2c1	104	-4	-5	28	2	-5	-6	-1	1	101	104
COc1ccc(CCN(C)C(=O)CNC(=O)c2ccccc2F)cc1OC	106	-2	-10	-5	-11	-3	4	-5	-8	107	98
O=C(c1sc2ccccc2c1Cl)N(Cc1ccccc1)C1CCS(=O)(=O)C1 (configuration not stated)	101	1	2	-3	0	0	7	0	0	98	103
O=C(c1cc(COc2ccc(F)cc2F)on1)N1CCSCC1	102	-5	-9	-24	-8	-6	6	-2	-6	104	100
CCCCCNC(=O)CCCCn1c(=O)[nH]c2cc(OCC)c(OCC)cc2c1=O	102	0	1	1	0	0	2	-1	-4	101	101
COc1cccc(N2C(=O)[C@H]3C(C(=O)c4cnccn4)=NN[C@H]3C2=O)c1	98	nt	nt	-38	nt	nt	-23	nt	nt	96	?
Cc1cccc(N(CC(=O)N2CCOCC2)S(C)(=O)=O)c1C	91	-2	-3	-17	-9	-1	3	2	1	96	90
O=C(NCc1ccco1)c1ccc2ccccc2c1	100	-3	-4	-12	0	-5	15	-5	-2	99	98
COC(=O)c1scc(C)c1N/N=C(\C)c1ccc(F)cc1F	104	3	-4	-18	-10	0	-1	0	-7	106	101

# Entries of single compounds from above. Screens in order: RGS4-Gao reg, Bcl-W Bim block, Bim-Bcl-B, Mcl1-Bid inh, Bfl-1 Bim block, Bim-Bcl-XL, Mcl1-Noxa inh, Bim-Mcl-1, Bim-Bcl-2, RGS8-Gao reg, RGS7-Gao
# CCOc1ccc2nc(NCCO)[nH]c2c1 is listed as 104, -4, -5, 28, 2, -5, -6, -1, 1, 101, 104
# O=C(c1cc(COc2ccc(F)cc2F)on1)N1CCSCC1 is listed as 102, -5, -9, -24, -8, -6, 6, -2, -6, 104, 100
# COC(=O)c1scc(C)c1N/N=C(\C)c1ccc(F)cc1F is listed as 104, 3, -4, -18, -10, 0, -1, 0, -7, 106, 101
# COc1cccc(N2C(=O)[C@H]3C(C(=O)c4cnccn4)=NN[C@H]3C2=O)c1 is listed as 98, nt, nt, -38, nt, nt, -23, nt, nt, 96, ?
# Cc1cccc(N(CC(=O)N2CCOCC2)S(C)(=O)=O)c1C is listed as 91, -2, -3, -17, -9, -1, 3, 2, 1, 96, 90
